G9a block: blocks human histone lysine methyltransferase G9a; Q96KQ7; G9a H3K9 monomethylation, AlphaScreen, 2 h; Potency, µM (doses to about 102 µM), inactives show top-dose activity, negative = inhibition, usual class: inhibitors; 350,000 tested, 8.8% active; AID 504332; note: % is set by controls: 0 for no effect and ±100 for the full control effect; nearly all actives have a fitted effect of over 75% in size
Target sequence (Q96KQ7 913-1193 limits assumed): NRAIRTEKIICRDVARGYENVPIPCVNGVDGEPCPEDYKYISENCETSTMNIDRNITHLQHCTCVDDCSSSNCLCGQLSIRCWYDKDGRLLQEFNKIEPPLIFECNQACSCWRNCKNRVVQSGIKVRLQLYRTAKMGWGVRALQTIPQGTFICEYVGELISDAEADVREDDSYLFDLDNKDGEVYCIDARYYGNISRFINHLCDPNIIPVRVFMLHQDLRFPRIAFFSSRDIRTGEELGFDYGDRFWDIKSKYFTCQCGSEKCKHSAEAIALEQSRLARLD
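Signal arises when biotinylated H3K9 peptide, once monomethylated, bridges streptavidin donor and antibody-captured acceptor beads. Enzyme at 20 nM was preincubated 15 min with test compounds; peptide 500 nM and SAM 20 uM then reacted for 2 h.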
POLI inh: DNA polymerase iota (human) inhibition. Potency, µM (titrated, usually from 115 µM), without a hit: at the highest dose activity, negative = inhibition, usual class: inhibitors. Q9UNA4. Pol iota fluorescent replication assay, 10 min. 390,000 tested, 1% active. AID 588590
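Fluorescent replication assay read twice, at 0 min and 10 min after adding 50 nM (final) substrate. Enzyme (10 nM) and compounds were first incubated 15 min at room temperature; enzyme-free buffer wells were negative controls.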
BLM helicase inh: inhibitors of human Bloom syndrome helicase BLM. 350,000 tested, 0.2% active. P54132. Potency, µM (top dose mostly 56.1 µM), for the others: at the highest dose activity change, negative = inhibition, usual class: inhibitors. AID 2528. recombinant BLM DNA unwinding, fluorescence dequenching;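 note: plate controls were vehicle for no effect and no enzyme for full effect; nearly all actives have a fitted effect of over 35% in size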
HP1b chromo inh: blocks HP1-beta chromodomain binding to methylated histone tails; P83916; AlphaScreen HP1-beta / biotin-H3K9me3 peptide binding; Potency, µM (doses to about 114 µM), for the others: top-dose activity change, negative = inhibition, actives largely listed as inhibitors; 390,000 tested, 0.56% active; AID 540317; note: nearly all actives have a fitted effect of over 70% in size; inactives centre near 23
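HP1-beta protein (50 nM final) preincubated 30 min at room temperature with biotinylated H3(1-18)K9me3 peptide (50 nM) in PBS pH 7.4, 0.01% Tween-20, then compound added for 30 min. AlphaScreen streptavidin donor/nickel chelate acceptor beads (10 ug/mL final), 30 min dark, luminescence read.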
Tb PGK inh: T. brucei PGK inhibition; PGK/GAPDH coupled, Kinase-Glo luminescence, 60 min; P07378; Potency, µM (titrated, usually from 57.5 µM), inactives show at the highest dose activity change, negative = inhibition, most hits filed as inhibitors; AID 602233; 380,000 tested, 0.043% active; note: % is set by controls: 0 for no effect and ±100 for the full control effect; nearly all actives have a fitted effect of over 60% in size
Target sequence (P07378 whole entry, looked up): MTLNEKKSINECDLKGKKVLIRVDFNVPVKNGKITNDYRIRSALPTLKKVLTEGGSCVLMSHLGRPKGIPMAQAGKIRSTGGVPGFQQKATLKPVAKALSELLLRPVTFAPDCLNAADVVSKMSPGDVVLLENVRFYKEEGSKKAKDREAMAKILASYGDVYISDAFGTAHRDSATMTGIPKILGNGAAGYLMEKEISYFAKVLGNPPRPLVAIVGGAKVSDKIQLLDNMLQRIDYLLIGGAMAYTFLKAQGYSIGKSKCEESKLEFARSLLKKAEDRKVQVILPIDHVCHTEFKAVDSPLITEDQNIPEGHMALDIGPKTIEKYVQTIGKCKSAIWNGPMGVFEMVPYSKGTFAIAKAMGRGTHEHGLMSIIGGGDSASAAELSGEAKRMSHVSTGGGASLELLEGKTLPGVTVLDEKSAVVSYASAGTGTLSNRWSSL
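Luminescent ATP detection (Kinase-Glo Plus) follows a 60-minute room-temperature incubation, with wells lacking PGK as controls. Buffer: 100 mM TEA (pH 7.6), 5 mM MgCl2, 0.01% Tween-20. Coupling enzyme GAPDH (100 nM final) supplies unstable 1,3-BPG in-well.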
JMJD2A Tudor: blocks the human JMJD2A Tudor domain. O75164. AlphaScreen JMJD2A-Tudor / H3K4me3 peptide binding. Potency, µM (titrated, usually from 114 µM), inactives show top-dose activity change, negative = inhibition, hits mostly inhibitors. 390,000 tested, 4.4% active. AID 504339; note: % is set by controls: 0 for no effect and ±100 for the full control effect; nearly all actives have a fitted effect of over 50% in size
BAZ2B inh: inhibitors of human BAZ2B bromodomain | Q9UIF8 | AlphaScreen BAZ2B-H3K14Ac peptide displacement | Potency, µM (top dose mostly 114 µM), without a hit: top-dose activity change, negative = inhibition, usual class: inhibitors | 360,000 tested, 4.4% active | AID 504333; note: % is set by controls: 0 for no effect and ±100 for the full control effect; nearly all actives have a fitted effect of over 60% in size
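Complex of BAZ2B and biotin-H3K14Ac (50 nM apiece) forms over 30 min at RT, then faces library compounds up to 110 uM for another 30 min; AlphaScreen beads added, 20 min dark incubation, luminescence read.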
GLS inh: inhibitors of human glutaminase (GLS); O94925; GLS enzymatic activity, qHTS titration; Potency, µM (highest dose often 45.5 µM), for the others: at the highest dose activity change, negative = inhibition, actives largely listed as inhibitors; 410,000 tested, 0.21% active; AID 624170; note: % is set by controls: 0 for no effect and ±100 for the full control effect
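Two-point fluorescence kinetic (t0, 30 min RT) for hKGA; glutamate detected via glutamate oxidase–HRP–Amplex Red. Substrate: 1 mM L-glutamine solution; buffer 45 mM KH2PO4, pH 8.2.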
Pin1 inhibitor: blocks the human prolyl isomerase Pin1; Potency, µM (highest dose often 115 µM), for inactives: top-dose activity, negative = inhibition, most hits filed as inhibitors; Q13526; Pin1 FP peptide displacement, HiFluor488, 10 min; AID 504891; 390,000 tested, 0.009% active; active = well fitted inhibition curve with a large enough effect in the polarisation, with a control signal flat, not every such curve was filed as active; inconclusive = small, poorly fitted or top-dose-only effect, or effect the other way, or a change in a side signal; inactive = no such curve, though single readings can be large or run the other way; the % refers to the polarisation; note: % is set by controls: 0 for no effect and ±100 for the full control effect
Target sequence (Q13526 whole entry, looked up): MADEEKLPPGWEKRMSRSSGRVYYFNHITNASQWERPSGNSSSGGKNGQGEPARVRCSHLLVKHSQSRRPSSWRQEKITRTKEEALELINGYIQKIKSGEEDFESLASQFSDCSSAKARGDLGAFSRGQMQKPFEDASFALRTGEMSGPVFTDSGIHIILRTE
An asterisk follows results filed as active; i = inactive; u = inconclusive; x = no result given; [ ] = another dose, or the depositor's remark. Unless noted, calls come from the whole dose curve; as a rule, active = well fitted curve in the direction sought with a large enough effect; inconclusive = small, poorly fitted or top-dose-only effect, or another doubt; inactive = no such curve, though single readings can be large; an effect the other way counts as inactive or inconclusive. Potency is the fitted concentration of half-maximal effect. A portion of the library, so the mix of outcomes need not match the whole.

GLS inh	BAZ2B inh	G9a block	POLI inh	Pin1 inhibitor	JMJD2A Tudor	HP1b chromo inh	Tb PGK inh	BLM helicase inh	smiles
-7%	-20%	8%	112%[activator]	-4%	-5%	29%	i	-5%	C/C(=N\NC(=O)c1cccc(S(=O)(=O)N2CCCCC2)c1)c1ccc(C)o1
2%	-8%	3%	54%[activator]	-6%	-3%	31%	i	-3%	Cc1ncc([N+](=O)[O-])n1CC(=O)Nc1cccc(C(F)(F)F)c1
0%	u	-36%	140%[activator]	-9%	u	u	7%	1%	O=C(c1ccc2c(c1)OCO2)C1CCCN(Cc2cccn2-c2cccnc2)C1 (configuration not stated)
6%	-15%	12%[59 µM]	u	23%	-22%	38%	12%	-5%	Cc1nc2ccn(Cc3cccs3)c(=O)c2cc1C(=O)NCc1ccc(Br)cc1
1%	-5%	-9%[12.7 µM]	88%[activator]	5%	-11%	17%	-9%	-3%	CCCC(=O)Nc1sc2c(c1C(=O)OCC)CC(C)(C)OC2
-33%	u	-17%	-27%	-3%	-17%	36%	-4%	-1%	Cc1cc(OC(=O)c2ccccc2Cl)c([N+](=O)[O-])c(=O)[nH]1
-4%	4%	u	7%	2%	-18%	23%	-9%	x	CNC(=O)C(C)Sc1ccc(S(=O)(=O)N2CCOCC2)cn1 (configuration not stated)
-1%	13%	50µM*	74%[activator]	-7%	-17%	-9%	-1%	x	CN(C)CCCn1c2c(c(SCC(=O)Nc3cccc4ccccc34)nc1=O)CCC2
7%	3%	x	28%	-2%	-7%	8%	-6%	-1%	CN1CCN(C(=O)c2cnn(-c3ccccc3)c2NC(=O)c2ccccc2Cl)CC1
-8%	u	50µM*	u	0%	u	16%	1%	6%	C#CCOCCOCCOCCNc1nc(N2CCOCC2)nc(N2CCN(C(=O)[C@H]([C@@H](C)CC)n3cc(CCCCN)nn3)CC2)n1
26%	-36%	2µM*	3.5µM*	u	u	u	-10%	4µM*	COc1ccc(NC(=S)Nc2ccc3nsnc3c2)cc1
5%	4%	29%[59 µM]	-1%	-3%	1%	36%	2%	x	Cc1c(C(=O)NC2CCCC2)oc2ccccc12
4%	-30%	u	13%	0%	0%	32%	-7%	0%	O=C(NS(=O)(=O)Nc1ccc(Br)cn1)c1c[nH]c2ccccc12
0%	-4%	u	-3%	0%	2%	15%	2%	-2%	CC1Sc2n(c3ccccc3[n+]2C)N=C1c1ccccc1 (configuration not stated)
-4%	-2%	-27%[59 µM]	6%	18%	-29%	68%[activator]	-1%	-26%	CCOCCCn1c(SCC(=O)NCc2ccccc2)nc2c(sc3ccccc32)c1=O
2%	-38%	-43%[59 µM]	5%	17%	u	14%	0%	-6%	Cc1c(C)n(Cc2ccc(F)cc2)c2ccc(C(=O)N3CCN(c4ccc(F)cc4)CC3)cc12
1%	6%	3%[2.33 µM]	-20%	-5%	-14%	28%	-9%	x	Cc1ccc(S(=O)(=O)N2CC(C(=O)O)=CC[C@H]2c2ccc3c(c2)OCO3)cc1
13%	-23%	-9%[59 µM]	8%	2%	-33%	-12%	-8%	18%	CN(CC/C=C1/c2ccccc2CSc2ccccc21)CCCO
2%	8%	14%	-11%[58.9 µM]	1%	-1%	14%	6%	-3%	CCN(CC)S(=O)(=O)N1CCC(C(=O)NC(C)CCc2ccccc2)CC1 (configuration not stated)
2%	44%[activator]	12%[59 µM]	-4%	0%	45%[activator]	117%	0%	-10%	COc1nc(C)nc2c1ccc1ccccc12
5%	-1%	7%[59 µM]	24%	5%	3%	33%	-4%	-1%	Cc1ccc(Cn2c(=O)c3cccnc3n(CC(=O)Nc3cc(Cl)ccc3C)c2=O)cc1
-12%	-16%	-11%	-8%	4%	-6%	34%	0%	-2%	O=C(NCc1ccco1)C1CCCN1C(=O)Nc1cccc(Cl)c1 (configuration not stated)
2%	5%	80%[activator]	29%	4%	27%	81%[activator]	-2%	-4%	COc1ccc(C2CN=NC23CCCc2ccccc2C3=O)cc1 (configuration not stated)
-3%	-27%	4%[12.7 µM]	-11%	6%	-14%	10%	-9%	x	Cc1ccc(NC(=O)Cc2n[nH]c(=O)c3ccccc23)cc1S(=O)(=O)N1CCCCCC1
1%	-14%	-9%	38%[activator]	0%	-31%	-10%	i	-4%	CNS(=O)(=O)c1cc(NC(=O)c2cnc(SC)n2-c2ccccc2)ccc1C
1%	79µM*	16%[0.501 µM]	-2%	0%	-19%[57.1 µM]	63%[activator]	1%	1%	Clc1cccc(CSc2nnc([C@@H]3CCCN3)o2)c1
4%	-3%	31%	12%	0%	-17%	10%	4%	3%	COc1ccc(-c2nc(CSCC(=O)NC3CCCC3)c(C)o2)cc1OC
-1%	-24%	4%[0.501 µM]	7%	6%	-2%	25%	-1%	x	COc1ccccc1C(=O)NCCC(=O)NC(C)CCc1ccccc1 (configuration not stated)
-1%	7%	-24%	30%[activator]	-7%	-1%	17%	-6%	x	Cc1cc(S(=O)(=O)N2CCN(CC(=O)NC(C)(C#N)C3CC3)CC2)ccc1Br (configuration not stated)
0%	-5%	16%[2.33 µM]	8%	0%	-11%	43%[activator]	8%	x	COc1ccc([C@@H]2CC=C(C(=O)O)CN2S(=O)(=O)c2ccc(C)cc2)cc1OC

2 records drawn at random from those above, as already listed:
GLS inh	BAZ2B inh	G9a block	POLI inh	Pin1 inhibitor	JMJD2A Tudor	HP1b chromo inh	Tb PGK inh	BLM helicase inh	smiles
-7%	-20%	8%	112%[activator]	-4%	-5%	29%	i	-5%	C/C(=N\NC(=O)c1cccc(S(=O)(=O)N2CCCCC2)c1)c1ccc(C)o1
4%	-30%	u	13%	0%	0%	32%	-7%	0%	O=C(NS(=O)(=O)Nc1ccc(Br)cn1)c1c[nH]c2ccccc12

A stretch from the list above:
GLS inh	BAZ2B inh	G9a block	POLI inh	Pin1 inhibitor	JMJD2A Tudor	HP1b chromo inh	Tb PGK inh	BLM helicase inh	smiles
-1%	-24%	4%[0.501 µM]	7%	6%	-2%	25%	-1%	x	COc1ccccc1C(=O)NCCC(=O)NC(C)CCc1ccccc1 (configuration not stated)
-1%	7%	-24%	30%[activator]	-7%	-1%	17%	-6%	x	Cc1cc(S(=O)(=O)N2CCN(CC(=O)NC(C)(C#N)C3CC3)CC2)ccc1Br (configuration not stated)
0%	-5%	16%[2.33 µM]	8%	0%	-11%	43%[activator]	8%	x	COc1ccc([C@@H]2CC=C(C(=O)O)CN2S(=O)(=O)c2ccc(C)cc2)cc1OC

New compounds follow.
GLS inh	BAZ2B inh	G9a block	POLI inh	Pin1 inhibitor	JMJD2A Tudor	HP1b chromo inh	Tb PGK inh	BLM helicase inh	smiles
-1%	-23%	15%	35%[activator]	u	-30%	20%	5%	-6%	Cc1ccc(C(=O)N/C(=C\c2cn(S(=O)(=O)N(C)C)c3ccccc23)C(=O)N2CCCC2)cc1
6%	-9%	-12%	-5%	-6%	-6%	72%[activator]	i	-4%	CCOc1ccccc1C(=O)NC(C(=O)NCc1ccccc1OC)C(C)C (configuration not stated)
-1%	-13%	2%	16%	-1%	-19%	16%	3%	-6%	O=S(=O)(c1cccc2cccnc12)N1CCCc2ccccc21
-1%	-3%	21%[59 µM]	7%	0%	3%	34%	-4%	-1%	CCC(=O)N/N=C/c1ccc(OS(=O)(=O)c2ccccc2)cc1
-15%	-20%	2%	152%[activator]	-4%	-13%	6%	6%	0%	O=C(COC(=O)CCc1nc2ccccc2s1)NCc1ccco1
-9%	-24%	11%	87%[activator]	-4%	-33%	u	-6%	-12%	NC(=O)N/N=C/c1cn(-c2ccccc2)nc1-c1ccccc1
1%	u	-24%[59 µM]	11%	-2%	u	-8%	-7%	-7%	Cc1nc(-c2ccccc2)sc1C1(C)CC(c2cccc([N+](=O)[O-])c2)=NO1 (configuration not stated)
-23%	11%	-31%	11%	-1%	-20%	11%	i	-14%	Cn1c(=O)cc(SCC(=O)N2CCN(c3ccccn3)CC2)c2ccccc21
1%	x	x	-22%	0%	-10%	32%	-4%	x	Cc1noc(C)c1S(=O)(=O)N(C)C[C@H]1Oc2ccc(NC(=O)C3CCCCC3)cc2C(=O)N([C@H](C)CO)C[C@@H]1C
12%	u	3.5µM*	u	-8%	-7%	5%	5%	-3%	Cc1ccc2c(C)ccc(O)c2n1
16%	-6%	6%[59 µM]	26%	1%	-31%	3%	-5%	-5%	COc1ccccc1NC(=S)N1CCN(Cc2ccc3c(c2)OCO3)CC1
0%	-30%	-37%[59 µM]	u	-2%	-14%	30%	-3%	2%	CCC1SC2=NC(C)=C(C(=O)OCCOC)C(/C=C/c3ccccc3OC)N2C1=O (configuration not stated)
2%	-8%	-6%	15%	3%	-15%	2%	x	-1%	COc1ccc(N=Cc2ccc[nH]2)cc1
-7%	11%	12%[59 µM]	-4%	0%	1%	40%	-5%	-5%	O=C(O)CCn1c(=O)c2ccccc2c2ccccc2c1=O
0%	-30%	x	11%	-5%	-24%	26%	-3%	1%	CNc1ccc(OC)cc1-n1cnc(-c2ccc([N+](=O)[O-])cc2)c1
3%	2%	10µM*	127%[activator]	-1%	89µM*	16%	-9%	-4%	Cc1cc(C)c(NC(=S)NC(CO)(CO)CO)c(C)c1
16%	1%	40µM*	-2%[58.9 µM]	-1%	-25%	15%	-3%	-6%	CCCCc1ccc(N2C(=O)[C@@H]3C(CC(N)=O)NC4(C(=O)Nc5ccc(F)cc54)[C@@H]3C2=O)cc1 (some centres not stated)
-11%	13%	4%	3%	6%	11%	53%[activator]	-10%	2%	Cc1ccc(OCC(=O)NCc2ccccn2)cc1
x	x	x	4%	3%	-21%	10%	x	-7%	O=C1C2C(c3ccccc3)CC=CC2C(c2ccc(C(F)(F)F)cc2)N1Cc1ccccc1 (configuration not stated)
5%	x	x	35%[activator]	-9%	-22%	25%	-8%	x	C[C@@H]1COC(=O)[C@@H](Cc2ccc(F)cc2)CC/C=C\C[C@@H](CC(=O)NCCO)C(=O)N1

High-throughput results from PubChem.
